# Screens from PubChem BioAssay.
# FBW7 act: activators of human E3 ligase FBW7; Q969H0; AlphaScreen FBW7–phospho-cyclin E peptide binding, activator screen; normalized activity (activation), % at 26.1 µM; 0.13% of 650,000 active; in the data active = normalized activity above about 1.9%;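 note: purified mutant Fbw7 with reduced substrate affinity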
# TEAD-YAP inh: TEAD-YAP interaction inhibition; HEK-TIYL cells, TEAD-Gal4/YAP UAS-luciferase luminescence; 1.4% of 640,000 active; inhibition, % at 9.12 µM; in the data active = inhibition above about 32%;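 note: 0% = median of test compound wells and 100% = reference inhibitor wells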
# GPR151 activ: activates the human receptor GPR151 | PathHunter beta-arrestin GPR151 cells, luminescence | activation, % at 11.2 µM | 1% of 650,000 active | AID 1508602; in the data active = activation above about 4.9%;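 note: 0% = median of compound wells and 100% = cells with positive control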
# Target sequence (Q8TDV0 whole entry, looked up): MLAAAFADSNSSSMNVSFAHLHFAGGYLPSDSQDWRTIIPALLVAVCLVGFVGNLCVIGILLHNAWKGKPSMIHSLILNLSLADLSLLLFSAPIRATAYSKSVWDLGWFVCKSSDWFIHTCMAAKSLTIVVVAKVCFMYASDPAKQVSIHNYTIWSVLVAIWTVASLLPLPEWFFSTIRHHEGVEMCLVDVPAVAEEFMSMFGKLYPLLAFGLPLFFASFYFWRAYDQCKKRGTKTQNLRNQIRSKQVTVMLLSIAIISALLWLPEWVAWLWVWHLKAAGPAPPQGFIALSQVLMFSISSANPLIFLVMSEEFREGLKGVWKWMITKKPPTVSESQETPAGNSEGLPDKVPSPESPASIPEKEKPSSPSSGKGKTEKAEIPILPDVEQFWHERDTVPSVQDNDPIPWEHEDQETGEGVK
# MITF primary: blocks human microphthalmia-associated transcription factor | O75030 | AID 1259374 | 0.91% of 650,000 active | inhibition, % at 2.6 µM | AlphaScreen MITF homodimerization, bead proximity signal; in the data active = inhibition above about 50%;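 note: 0% = vehicle wells with protein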
# Target sequence (O75030 whole entry, looked up): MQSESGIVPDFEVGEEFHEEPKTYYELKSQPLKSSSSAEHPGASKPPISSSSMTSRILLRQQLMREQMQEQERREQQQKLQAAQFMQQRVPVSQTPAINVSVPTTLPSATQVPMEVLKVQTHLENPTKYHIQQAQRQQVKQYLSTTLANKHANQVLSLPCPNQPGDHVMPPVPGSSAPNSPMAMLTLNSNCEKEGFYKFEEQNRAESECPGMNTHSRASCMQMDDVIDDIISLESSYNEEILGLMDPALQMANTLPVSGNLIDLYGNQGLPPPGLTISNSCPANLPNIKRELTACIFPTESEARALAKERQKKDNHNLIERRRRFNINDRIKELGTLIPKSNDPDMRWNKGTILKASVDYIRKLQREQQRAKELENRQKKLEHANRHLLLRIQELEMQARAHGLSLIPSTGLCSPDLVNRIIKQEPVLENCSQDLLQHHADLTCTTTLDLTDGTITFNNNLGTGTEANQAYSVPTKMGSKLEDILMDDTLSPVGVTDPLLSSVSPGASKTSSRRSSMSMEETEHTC
# Starred values were filed as active, the others as inactive.
Molecule	FBW7 act	TEAD-YAP inh	GPR151 activ	MITF primary
CCOc1ccc(C2NC(=O)NC3=C2C(=O)N(Cc2ccc(F)cc2)C3)cc1 (centres undefined)	-0.1	-6	-0.5	3
COc1ccc(-c2cc(C(F)(F)F)c(C#N)c(SCC(=O)N3CCOCC3)n2)cc1	-0.1	12	-0.2	-12
CCOc1cccc(C(=O)NNC(=S)NC)c1	1.5	6	-1.1	32
c1ccc(Nc2nc(NCCOc3ccccc3)c3ncn(-c4ccsc4)c3n2)cc1	0.0	2	-0.3	-5
CCOc1c(I)cc(/C=C2\SC(N)=NC2=O)cc1OC	-0.1	-1	-1.1	-3
CCC(C)NC(=O)C(=O)NCc1ccccc1 (centres undefined)	0.3	-12	2.0	9
Cc1cccc(NC(=O)CCN2C(=O)c3ccccc3S2(=O)=O)c1C	0.7	7	-0.7	21
Cc1cccc(NS(=O)(=O)c2ccc3c(c2)n(C)c(=O)c(=O)n3C)c1	-0.2	2	-0.8	-2
CC(C)C(=O)NC(=S)Nc1ccccc1F	0.7	-21	6.3*	8
Oc1ccc(CCNc2nc(N3CCC(N4CCOCC4)CC3)nc3c2ncn3-c2ccccc2)cc1	0.2	1	3.2	5
Cc1ccccc1Cn1c(=O)n(CCCC(=O)NCc2ccco2)c(=O)c2sccc21	0.1	2	0.0	1
COc1cc(-c2cc(C(=O)O)c3c(-c4ccccc4)[nH]nc3n2)cc(OC)c1O	-0.1	-2	-0.8	-3
Cc1cccc(C(=O)Nc2sc3c(c2C(N)=O)CCC(C(C)(C)C)C3)c1 (centres undefined)	0.2	-25	-0.5	2
CCC(=O)c1ccc(OC(=O)C2c3ccccc3Oc3ccccc32)cc1	1.5	5	2.2	10
NC(=O)COc1ccc(/C=N/NC(=O)C(=O)NCc2ccccn2)cc1	-0.1	-5	-0.4	-6

# Reformatted with two lines to a compound: three of the compounds above.
# Values in the order – FBW7 act | TEAD-YAP inh | GPR151 activ | MITF primary
> CCOc1c(I)cc(/C=C2\SC(N)=NC2=O)cc1OC
 : -0.1 | -1 | -1.1 | -3
> CCC(=O)c1ccc(OC(=O)C2c3ccccc3Oc3ccccc32)cc1
 : 1.5 | 5 | 2.2 | 10
> CCOc1ccc(C2NC(=O)NC3=C2C(=O)N(Cc2ccc(F)cc2)C3)cc1 (centres undefined)
 : -0.1 | -6 | -0.5 | 3

# Following part.
Molecule	FBW7 act	TEAD-YAP inh	GPR151 activ	MITF primary
COc1c(C)cnc(Cn2nc3n(C)c4ccccc4n3c2=O)c1C	0.1	10	-0.1	-3
Fc1ccc(OCCCN2CCNCC2)cc1	0.1	1	-1.0	37
COc1ccc(OC)c(CCNc2ncnc3c2nc2n3CCCCC2)c1	-0.4	3	-0.2	3
CCCNc1ncnc2nc(N3CCC(N4CCOCC4)CC3)[nH]c12	0.2	-9	-0.2	9
CCCC(=O)NC(CCC(=O)OCc1ccccc1)C(=O)OCc1ccccc1 (centres undefined)	0.2	-2	-1.3	8
CC(=Nc1ccc(Br)cc1)C1=C(O)c2ccccc2C1=O	0.0	-45	1.2	10
Cc1cc(C)n(-c2cc(N3CCOCC3)ccc2[N+](=O)[O-])n1	0.1	-5	-0.4	12
COc1cccc(NC(=O)C(=O)N/N=C/c2cccc(OC)c2OC)c1	-0.1	-31	1.9	9
Cc1ccc(NC(=O)N2CCN(c3ccc(Nc4cccc(C)n4)nn3)CC2)c(C)c1	0.1	1	1.3	12
COc1ccccc1NC(=O)c1scc2c1CCCC2	0.0	-7	1.3	1
Cc1ccc(CNCCCOC(C)C)o1	-0.1	0	0.9	-1
NC(=O)c1ccsc1NC(=O)COC(=O)c1cc(=O)c2ccccc2o1	0.9	-9	-1.3	12
CC(C)(C)N(Cc1ccccc1)C(=O)COC(=O)c1cccc(F)c1	0.7	-1	-1.1	3
CC1(C)NC(=O)N(CC(=O)OCc2c(Cl)cccc2Cl)C1=O	-0.1	-5	2.4	-3
CCCCNCCOc1ccc(C)c(C)c1	0.6	-11	0.6	-15
c1ccc2c(CSc3nc4ccccc4s3)cccc2c1	0.1	-26	-1.0	-11
CCOCCn1c(=O)c2c(nc3n(-c4ccc(CC)cc4)c(C)cn23)n(C)c1=O	0.2	-9	0.5	2
O=c1c2sc(=S)n(-c3cccc(C(F)(F)F)c3)c2nc(SCc2ccc(Cl)cc2)n1-c1ccccc1	0.0	-11	1.8	-6
O=C1[C@@H]2C[C@H](NCc3ccc(F)c(F)c3)CN2C(=O)[C@H]2CCCN12	0.3	2	-0.3	19
CN(C)c1ccc(/C=C2\C(=O)N(c3ccc(Cl)cc3)C(c3ccc(Cl)cc3)S2(=O)=O)cc1 (centres undefined)	-0.1	0	-0.7	17
CCC(C)(C)NC(=O)C(c1cccnc1)N(C(=O)Cn1nnc2ccccc21)C1CC1 (centres undefined)	0.2	1	-1.0	8
Cc1ccc(NC(=O)CSc2n[nH]c(N)n2)cc1S(=O)(=O)N1CCCCC1	0.3	1	0.8	5
CCOC(=O)c1c(NC(=O)Cc2ccccc2)sc2c1CCN(C(=O)OCC)C2	5.2*	2	0.4	-4
Cc1cnc(Nc2nccc3ccccc23)nc1NC1CCN(Cc2ccccc2)CC1	0.2	11	3.5	-6
CCSc1nnc(-c2ccc(Cl)cc2)c2ccccc12	0.1	2	-0.8	-5
CCOc1ccc(NC(=O)CSc2nc3ccccc3c(=O)n2CCCC(=O)N2CCN(c3ccccc3)CC2)cc1	0.0	12	-1.6	12
COc1ccc(C2CC(c3ccc(C)cc3)Nc3ncnn32)cc1 (centres undefined)	-0.1	13	0.7	12
CCCNC(=O)Cn1nc(C)n2nc(-c3ccc(CC)cc3)cc2c1=O	0.2	-1	1.4	4
COC(=O)C(C)CC(C)C(=O)N1CCOCCOCCOCCOCC1 (centres undefined)	0.0	1	-0.1	10
CCC(C)OC(=O)C1=C(C)NC2=C(C(=O)CC(c3ccc(OC)cc3)C2)C1c1cc(OC)c(OC)cc1Br (centres undefined)	-0.6	11	7.5*	-2
COc1ccc2[nH]cc(CCNC(=O)c3ccco3)c2c1	-0.1	-8	-1.1	15
COc1ccc(C(=O)N=c2sc3cc(Cl)ccc3n2C)cc1	-0.1	2	-1.1	5
COc1ccccc1N1CCN(S(=O)(=O)c2ccc3c(c2)OCC(=O)N3)CC1	0.0	5	0.4	4
CC1=NN(c2ccccc2)C(=O)/C1=C/C=C/C=C/N(C)C	-0.4	26	-1.0	25
Cc1ccnc(NC(=O)CCC(=O)N(CC(=O)NCc2ccccc2)C2CCCCC2)c1	0.2	-1	0.1	-1
Cc1cc(C)nc(-c2cccc3c2OC(CNC(=O)C[C@@H]2C[C@@H](C)NC(=S)N2)C3)n1 (some centres undefined)	-0.1	8	-1.3	-5
O=[N+]([O-])c1ccc(O)c(/C=N/Nc2ccccc2I)c1	0.1	-45	-4.8	-5
CC1(C(=O)O)CCC(C(=O)Nc2cccc(C(=O)O)c2)C1(C)C (centres undefined)	0.3	3	2.3	4
COc1ccc(/C=C(/NC(=O)c2ccccc2)C(=O)N2CCCCCC2)cc1OC	0.0	-4	0.4	0
COc1ccc(C2NC(=O)NC(c3ccccc3)=C2c2nc3ccccc3[nH]2)cc1OC (centres undefined)	0.5	-27	-0.3	16
COC(=O)CC[C@H]1CN(Cc2cc(OC)c3c(c2)OCO3)CC[C@H]1N1CCCC1	0.0	-10	0.1	-3
CC(=O)NCc1cc(C)ccc1C	-0.1	5	2.9	7
O=C(O)c1cc2ccccc2cc1Nc1ccnc2cc(Cl)ccc12	0.1	5	0.2	4
CCOc1ccc(-n2c(C)nc3cc(C(=O)NCc4ccco4)ccc32)cc1	-0.2	-1	-0.8	1
CCOc1ccc(NC2=C(C(=O)c3ccccc3)C(c3ccccc3)N(c3ccccn3)C2=O)cc1 (centres undefined)	0.1	-7	-1.4	12
CCC(CO)Nc1ncnc2sc3c(c12)CCCC3 (centres undefined)	-0.4	-11	-0.3	3
Cc1ccc(S(=O)(=O)N2CCN(C(=O)c3ccco3)CC2)cc1	0.5	11	-0.4	15
Cn1cc(I)c(C(=O)NNC(=S)Nc2ccc3c(c2)OCO3)n1	-0.2	-23	-1.8	18
COc1cc2nc(NC3CCN(Cc4ccccc4)CC3)nc(NCCc3ccc(O)cc3)c2cc1OC	0.0	6	-2.2	5
NC1(c2nc3ccc(-c4ccncc4)cc3[nH]2)Cc2ccccc2C1	-1.4	-12	-0.1	14
O=C(c1ccccc1)c1cc(NC(=O)C(Cc2ccc([N+](=O)[O-])cc2)N2C(=O)c3ccccc3C2=O)ccc1Cl (centres undefined)	0.0	5	-2.1	18
Cc1c(C(=O)OCCN(C)C)oc2c3c(ccc12)OCCO3	-0.1	-46	-2.3	-14
CCOC(=O)Nc1sc(C)c(CC)c1C(=O)OCC	0.1	2	0.6	-13
NC(=O)c1cccc(Oc2cccc(C(F)(F)F)c2)n1	0.0	-4	0.7	-10
Cc1cc(C(=O)O)c(CSCc2cc(C(=O)O)c(C)o2)o1	-0.1	6	0.2	8
CCOC(=O)C1CCN(C(=O)C2CCN(c3c(C#N)cnc4ccc(F)cc34)CC2)CC1	-0.4	0	2.4	2
O=C(C1=C(O)C(=O)N(Cc2cccnc2)C1c1ccc(Br)cc1)c1ccco1 (centres undefined)	-0.3	-7	0.7	-3
CN(Cc1ccccc1)C(=O)C1CC=CCC1C(=O)N(C)Cc1ccccc1 (centres undefined)	0.1	12	-0.7	9
Cc1ccc(C(C)C)c(OCC(=O)NNC(=O)CO/N=C/c2ccccc2)c1	0.2	28	2.0	0
COc1ccc(Cl)cc1Nc1ncnc2sccc12	0.1	2	-0.4	50

# Remaining list, next part
Molecule	FBW7 act	TEAD-YAP inh	GPR151 activ	MITF primary
Cc1ccc(N(C)C(=O)Cc2noc3ccccc23)cc1C	0.6	-4	1.1	13
Cc1cc(Nc2ccc3c(c2)OCCO3)nc(-n2nc(C)cc2C)n1	-0.3	87*	-1.5	5
O=C1c2ccccc2C(=O)N1N1C(=O)c2ccc(-c3nc4cc(Cl)ccc4o3)cc2C1=O	0.1	11	0.3	8
O=C1NC(=Nc2cccc(O)c2)S/C1=C\c1ccc(F)cc1	0.0	-6	0.1	8
C=CCc1cc(/C=C2/NC(=O)NC2=O)cc(OCC)c1OCc1ccc(Cl)c(Cl)c1	-0.2	8	0.1	0
Cc1cc(-c2cn3c(C)c(C)nnc3n2)ccc1NC(=O)CCc1c(C)noc1C	0.2	-10	0.6	-18
C=CCOC(=O)C1=C(C)NC(=O)NC1c1ccccc1OCc1ccccc1 (centres undefined)	0.1	-19	0.4	-3
Cc1c(C2=CCN(S(=O)(=O)c3cccc([N+](=O)[O-])c3)CC2)c2ccccc2n1C	0.1	-11	0.7	16
CCOc1ccc(CC(=O)N2N=C(C(F)F)CC2(O)C(F)F)cc1 (centres undefined)	0.7	-2	1.3	23
Cc1ccccc1C(=O)Nc1ccccc1CO	0.0	-6	-1.1	1
CCc1c(C(=O)NC2CCN(Cc3ccccc3)CC2)[nH]c(C)c1C(C)=O	-0.1	-2	-0.7	19
Cc1n(N)c2ccccc2[n+]1CC(=O)c1ccccc1	-0.1	-8	0.6	5
CC1=C(C(=O)OCCOC(C)C)C(c2ccccc2Cl)NC(=O)N1 (centres undefined)	0.0	7	0.2	3
CCOC(=O)COc1ccc(-c2ccccc2)cc1	0.1	-6	-3.3	-14
CC(C)N1CC(C(=O)N[C@H](C)Cn2nnc3ccccc32)CC1=O (some centres undefined)	0.0	0	-0.7	-4

# 3 consecutive compounds out of the list so far, for reference:
Molecule	FBW7 act	TEAD-YAP inh	GPR151 activ	MITF primary
CC1=C(C(=O)OCCOC(C)C)C(c2ccccc2Cl)NC(=O)N1 (centres undefined)	0.0	7	0.2	3
CCOC(=O)COc1ccc(-c2ccccc2)cc1	0.1	-6	-3.3	-14
CC(C)N1CC(C(=O)N[C@H](C)Cn2nnc3ccccc32)CC1=O (some centres undefined)	0.0	0	-0.7	-4

# Quoted at random: 2 records from the list, in no set order.
Molecule	FBW7 act	TEAD-YAP inh	GPR151 activ	MITF primary
Cc1ccccc1C(=O)Nc1ccccc1CO	0.0	-6	-1.1	1
CCc1c(C(=O)NC2CCN(Cc3ccccc3)CC2)[nH]c(C)c1C(C)=O	-0.1	-2	-0.7	19

# Later entries
Molecule	FBW7 act	TEAD-YAP inh	GPR151 activ	MITF primary
Cc1ccccc1NC(=O)c1cc(C(=O)Nc2ccccc2C)n(C)n1	0.1	0	1.3	-21
Clc1ccc(CCNc2ncnc3c2cnn3-c2ccc(Cl)cc2)cc1	0.1	0	0.3	9
COc1cccc(N=Cc2c(O)[nH]c3ccccc23)c1	-0.1	-27	-1.0	9
O=C(NC1CCCC1)C(c1cccnc1)N(C(=O)c1csnn1)c1ccccc1 (centres undefined)	-0.1	-25	0.1	-10
O=C(Nc1ccc(S(=O)(=O)N2CCCC2)cc1)c1n[nH]c(=O)c2ccccc12	0.0	4	2.3	1
CCN(Cc1ccccc1)S(=O)(=O)c1ccc(F)c(C(=O)Nc2cc(C)ccc2OC)c1	-0.1	-1	-0.6	-2
C/C(=C\C(=O)c1cccnc1)Nc1ccc(C)c(C)c1	0.1	3	0.7	25
CCc1ccc(NC(=O)c2c(-c3ccccc3)noc2C)cc1	0.1	8	1.7	0
CCOC(=O)c1c(/N=C/c2nc(-c3cccc(OC)c3)oc2O)sc2c1CCCC2	0.0	0	1.1	-6
Cc1nc(NC(=O)CSc2nnc3c(C)cc4cc5c(cc4n23)OCCO5)sc1C	0.0	-2	0.8	5
CC1CCCCC1NS(=O)(=O)c1cc(Br)cc2c1N(C(=O)C1CC1)CC2 (centres undefined)	0.1	-1	-0.6	14
